Bioassay records (PubChem BioAssay)
NR2E3 ag-1 = activates human NR2E3 receptor. Q9Y5X4. CHO-S Gal4-NCOR/VP16-NR2E3 two-hybrid, luciferase. inhibition of corepressor binding, % at 3.98 µM. 360,000 compounds, 0.35% hits. AID 602229;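 active = inhibition above the mean of all tested compounds plus 3 SD, cut at about 70% in these data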;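 also: 0% = DMSO with NR2E3 transfected cells and 100% = cells lacking NR2E3 construct; higher means lower luciferase signal from less NR2E3 corepressor binding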
Target sequence (Q9Y5X4 whole entry, looked up, the tested form may be a part): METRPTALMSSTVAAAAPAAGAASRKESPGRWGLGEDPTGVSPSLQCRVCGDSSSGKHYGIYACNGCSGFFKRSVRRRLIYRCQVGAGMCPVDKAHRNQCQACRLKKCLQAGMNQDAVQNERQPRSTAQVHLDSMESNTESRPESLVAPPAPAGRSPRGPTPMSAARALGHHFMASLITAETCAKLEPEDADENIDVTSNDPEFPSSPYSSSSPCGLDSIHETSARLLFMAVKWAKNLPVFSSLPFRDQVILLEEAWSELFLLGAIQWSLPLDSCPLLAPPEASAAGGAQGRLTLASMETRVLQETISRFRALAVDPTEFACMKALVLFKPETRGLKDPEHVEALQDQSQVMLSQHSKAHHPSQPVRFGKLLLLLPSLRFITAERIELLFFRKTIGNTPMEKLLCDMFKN
TRPM1 prom inh = MITF TRPM1 promoter inhibition in SK-MEL-5 cells. SK-MEL-5 TRPM1 promoter luciferase, 24 h. inhibition, % at 12.5 µM. 330,000 compounds, 0.83% hits. AID 488899;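 active = mean inhibition across replicates of 60% or more, whatever share of single replicates reaches that level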; also: values of inactives mirror those of a sister screen read the other way
Peg3 prom inh = inhibitors of Peg3 promoter; inhibition, % at 20 µM; 360,000 compounds, 1.7% hits; HeLa PEG-Prom luciferase reporter, luminescence, overnight;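 active = inhibition of at least 50% at 20 µM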
iPSC survival up = increases survival of single human iPS cells; AID 602274; 360,000 compounds, 0.044% hits; survival enhancement, % at 20 µM; hiPSC single-cell survival, ATPlite luminescence; 100% = ROCK inhibitor wells, 0% = DMSO; in the data active = survival enhancement above about 18%;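 also: cells exposed to compounds for 16 hours before the ATP read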
NR2E3 ag-2 = NR2E3 (human) agonism. 320,000 compounds, 0.12% hits. GST-NR2E3/biotin-RetCOR TR-FRET, 1536-well. AID 2300. inhibition of corepressor binding, % at 4.78 µM;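 active = percent inhibition above the cutoff of mean plus 3 SD of all tested compounds, set per screening campaign, cut at about 20% in these data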;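 also: 0% = DMSO wells and 100% = biotin wells as full block of FRET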
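Test system: GST-NR2E3 and biotin-RetCOR proteins | Quantity: 1.35 nM GST-tagged NR2E3 final | Medium: Tris pH 7.5 | Also added: 7 nM biotin-RetCOR | Dosing: Compound at 4.8 µM, single dose | Timing: 5 h at 4 °C | Detection: Time-resolved FRET | Read-out basis: Percent inhibition | Benchmarks: Biotin wells as high control, 0.6% DMSO wells as low control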
KKLEB tox = CF airway cell cytotoxicity counter-screen; KKLEB CF airway cells viability, ATPlite luminescence, overnight; hits give low values; cells stimulated with P. aeruginosa culture filtrate; activity change (cytotoxicity), % at 5 µM; 360,000 compounds, 0.36% hits; AID 602141;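 active = corrected activity change at or below -50% at 5 µM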
Shn3 inh set2 = Schnurri-3 reporter inhibition in Clone20 osteoblasts; Clone20 osteoblast Shn3 3'UTR firefly luciferase, 24 h; inhibition, % at 12.5 µM; 360,000 compounds, 0.52% hits;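 active = mean inhibition of at least 75% with every replicate also reaching 75%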;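 also: 0% = median of neutral control wells and 100% = pilot-screen positive control compound; some compounds past the cut are filed as inactive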
EBV LMP1 NFkB = reduces LMP1-driven NF-kappaB luciferase signal; LMP1-induced NF-kappaB luciferase reporter cells, luminescence; inhibition, % at 12.5 µM; 350,000 compounds, 0.69% hits; AID 504558; in the data active = inhibition above about 41%;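 also: 0% = neutral control wells and 100% = reference inhibitor control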
CF NFkB inh = cystic fibrosis NF-kB activation inhibition. 360,000 compounds, 0.86% hits. KKLEB NF-kB-GFP reporter, PAF-induced, GFP fluorescence overnight. inhibition, % at 5 µM;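 active = at least 50% inhibition at 5 µM, scaled per plate between neutral and stimulator controls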;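 also: PAF is a Pseudomonas aeruginosa culture filtrate used as stimulus; plate controls were PAF-stimulated DMSO wells for no effect and unstimulated DMSO wells for full effect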
TRAIL sens C8 = sensitizes caspase-8 expressing cells to TRAIL. 360,000 compounds, 1% hits. inhibition (viability loss, TRAIL sensitization), % at 10 µM. NB7+C8 cells + TRAIL, ATPlite viability luminescence;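 active = compounds causing at least 50% loss of cell viability in the single-dose screen, relative to plate controls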
HIF-2a inh = HIF-2a inhibition; 786-0 RCC cells HIF-2a reporter, luciferase luminescence, overnight; AID 624352; inhibition, % at 18.8 µM; 360,000 compounds, 0.72% hits;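 active = inhibition of the luminescence signal of 40% or more relative to plate controls, in a single-dose primary screen at 18.75 µM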
Starred values were filed as active, the others as inactive; nt = no result given.

Compound,NR2E3 ag-1,TRPM1 prom inh,Peg3 prom inh,iPSC survival up,NR2E3 ag-2,KKLEB tox,Shn3 inh set2,EBV LMP1 NFkB,CF NFkB inh,TRAIL sens C8,HIF-2a inh
CC(C)c1c(C(=O)N/N=C/c2ccncc2)nnn1-c1nonc1N,-21,-8,1,-0.6,-4,12,11,-4,-9,8,11
NC(=O)c1ccc(=O)n(Cc2ccc(Cl)cc2Cl)c1,-16,-1,-5,-0.4,1,9,-14,4,0,0,-25
Cc1ccc(NC(=O)c2cc(NC(=O)c3ccco3)ccc2N2CCOCC2)cc1Cl,-14,-7,0,-2.3,-5,-1,-1,-5,11,3,3
C/C=C/C(=O)Nc1cccc(C2=NOC3(C2)C[C@@H](C(N)=O)N(C(=O)c2cc([N+](=O)[O-])cc([N+](=O)[O-])c2C)C3)c1 (stereo partly specified),-4,3,-20,4.2,1,-1,-33,4,0,-4,7
O=S(=O)(c1cccc(COc2c(Cl)cccc2Cl)c1)N1CCOCC1,1,1,28,-0.5,4,4,-3,-7,3,11,7
Nc1nc(SCc2ccc(Cl)cc2Cl)n[nH]1,-82,-44,-129,2.1,-7,15,-43,-10,-23,-10,-112
Cc1c(CCC(=O)NCCCCCC(=O)O)c(=O)oc2cc3occ(-c4ccccc4)c3cc12,-9,3,9,0.1,nt,-4,-3,-2,-6,-7,31
CCOc1ncccc1C(=O)OCC(=O)c1ccccc1,5,-8,6,0.5,2,25,-23,6,-10,-4,7
O=C1C(=O)c2ccccc2C(O)=C1c1cccc([N+](=O)[O-])c1,-6,9,9,0.0,-10,8,-1,-3,-8,9,10
CC(C)[C@H](NC(=O)c1ccccc1Cl)C(=O)OCC(=O)NC(=O)NCc1ccco1,-7,-4,12,0.3,nt,5,-6,-5,6,-8,8
O=C(Nc1ccc(Oc2ccc3c(c2)C(=O)N(c2ccc(O)cc2)C3=O)cc1)c1cccs1,-8,2,44,1.5,-2,-31,-13,1,30,7,9
CNCCOc1ccccc1C(C)(C)C,6,14,13,0.2,-3,-13,6,-3,7,-2,15
CCN1C(=O)[C@H]2[C@@H](c3ccc(Cl)cc3)N3C(=O)CN(CC4CC4)C(=O)[C@@]3(C)[C@H]2C1=O,-10,-6,3,-1.5,4,12,-1,-1,11,-6,12
CCc1ccc(NC(=O)CSCc2ccc(C(=O)O)cc2)cc1,2,-7,-20,0.1,-2,11,-26,-1,5,7,6
CN(CCc1ccccn1)C(=O)CCC1CCCN(Cc2ccccc2OC(F)F)C1 (stereo unspecified),12,-13,12,-0.1,-1,-3,8,-6,4,-5,20
Cc1nonc1CN(C)C(=O)CC1C(=O)NCCN1Cc1ccccc1C(F)(F)F (stereo unspecified),-22,2,-6,-1.3,0,-5,5,6,11,1,20
O=C(NCC1CCCO1)C1CC(=O)N(c2ccccc2)C1 (stereo unspecified),21,-3,6,0.4,1,-2,4,1,-2,-13,1
COc1ccc2c(c1)oc1c(SCc3nc4ccccc4[nH]3)nc(C)nc12,-33,-46,-107,-1.2,nt,-4,-34,-12,-10,32,-170
CCN1CCSc2ccc(C(=O)NCc3ccc(OC(C)C)cc3)cc21,-36,nt,8,-0.6,3,14,10,7,-7,-11,-4
Cc1ccc(OCC(=O)NNC(=O)[C@@H]2CCCC[C@@H]2C(=O)O)c(Br)c1,-48,7,-6,-0.4,nt,3,0,-7,7,8,-2
Cc1ccc(S(=O)(=O)N2CCC(C(=O)Nc3cc(C(F)(F)F)ccc3N3CCOCC3)CC2)cc1C,3,9,32,-0.4,-2,-6,3,-8,7,9,9
O=C1CCC([N+](=O)[O-])C(c2ccccc2C(F)(F)F)N1 (stereo unspecified),-7,1,3,-0.4,0,5,-37,-4,6,3,10
O=C(OCCOc1ccccc1F)c1cccc(S(=O)(=O)N2CCOCC2)c1,21,-12,-21,1.6,0,-2,-7,2,17,-11,-58
CCCCOc1ccc(-c2csc(N)n2)cc1[N+](=O)[O-],-162,-85,-328,-2.5,0,-5,-106,-43,-20,12,-252
O=C(Nc1nc(-c2cccc(Br)c2)cs1)Oc1ccccc1,-50,-44,-142,4.1,-3,18,-16,-3,-8,-2,-81
CC(=O)Nc1ccc(NC(=O)C(C)OC(=O)CCC(=O)c2ccc(F)cc2)cc1 (stereo unspecified),-3,2,6,-1.9,-2,-2,-5,7,8,0,11
COc1ncccc1C(=O)N1CCCC(C(=O)Nc2cccc(-c3ccc(F)cc3)c2)C1 (stereo unspecified),4,nt,-6,-2.7,nt,-7,7,-1,18,0,-20
CCCCn1c(N)c(N(CC)C(=O)c2ccc(C#N)cc2)c(=O)[nH]c1=O,-15,-13,-7,-0.4,1,9,1,-1,1,-5,1
O=C(Cc1cccc(NC(=O)C2CCCN(C(=O)CCc3ccccc3)C2)c1)Nc1ccc(C(=O)N2CCCCC2)cc1 (stereo unspecified),-3,-5,-6,0.3,nt,17,-8,3,2,-10,-1
CC(=O)c1c(C)[nH]c(C(=O)Nc2cc(S(=O)(=O)N3CCCCC3)ccc2C)c1C,-20,-6,-6,3.2,3,-14,-3,1,-84,2,-18

Other records.
Compound,NR2E3 ag-1,TRPM1 prom inh,Peg3 prom inh,iPSC survival up,NR2E3 ag-2,KKLEB tox,Shn3 inh set2,EBV LMP1 NFkB,CF NFkB inh,TRAIL sens C8,HIF-2a inh
CCc1cccc(NC(=O)c2ccc(Br)o2)c1,-32,-55,-165,-1.6,1,6,-95,-4,-1,0,-211
COCCCN1C(=O)C(=O)/C(=C(/O)c2ccc3c(c2)CC(C)O3)C1c1cccnc1 (stereo unspecified),14,5,3,4.2,8,-3,13,4,8,10,6
O=C(NC(=S)Nc1ccccc1N1CCOCC1)c1ccc([N+](=O)[O-])cc1,-16,10,7,0.2,-2,-1,9,1,-19,-9,24
COCCNc1nc2c(c(=O)n(Cc3ccc(OC)cc3)c(=O)n2C)n1C,8,-11,23,-1.3,-2,3,6,-3,1,-3,13
Cc1c(Br)cccc1NC(=O)C1(C)CCN1CCc1ccccc1 (stereo unspecified),14,nt,10,-1.3,nt,-9,-26,nt,37,2,-15
COc1ccccc1OCCNC(=O)c1ccccc1C,-22,-18,-19,1.5,3,-3,-5,-2,9,-17,-38
O=C(CC1CCCC1)NCCS(=O)(=O)N1CCN(c2ccccc2F)CC1,0,6,11,0.5,-4,0,13,-1,-8,21,-3
O=C(CCc1nc(-c2ccccc2Cl)no1)NC1CCCC1,-13,-2,7,-0.2,-4,9,-5,-9,-6,-14,-13
COCCNCC#CCOc1ccc(OC)cc1,-22,5,1,-0.4,1,3,-14,-6,5,-4,-3
COc1ccc(CC(=O)Nc2ccc(-c3noc(COc4ccccc4C)n3)cc2)cc1,-3,13,-22,-3.8,-2,-9,32,6,4,-15,5
CC(C)C(C)(C#N)NC(=O)CSc1nnc(-c2ccncc2)n1Cc1ccccc1 (stereo unspecified),0,2,0,-0.9,2,7,0,1,3,2,11
Cc1ccccc1NC(=S)C1=C(O)c2sccc2N(C)S1(=O)=O,-24,-5,-3,-2.0,1,-6,4,1,3,28,-20
CC(=O)N1CCc2cc(Br)cc(S(=O)(=O)N3CCC(C(=O)O)CC3)c21,3,13,14,0.1,2,1,10,-3,7,11,5
CC1CCCCN1C(=S)NCCc1ccccc1 (stereo unspecified),-58,-34,-104,0.8,-3,-1,-17,-8,8,-1,-159
C/C(=N/NC(=O)CCc1ccccc1)c1ccco1,-19,0,-2,-0.1,2,2,-20,7,-1,-3,0
CCCN(CCC)Cc1c(C(=O)N/N=C/c2ccco2)nnn1-c1nonc1N,-1,3,0,-0.3,3,2,-19,2,15,8,9
CC(=O)N(C)c1ccc(N2CCOCC2)c2c1C(=O)c1ccccc1C2=O,8,-1,4,-0.1,0,-2,-1,3,2,22,16
O=C(c1ccccc1)N1CCN(Cc2ccccc2C(F)(F)F)CC1,17,-6,18,3.6,-5,18,27,2,3,2,21
COc1ccc(OC)c(NC(=O)CCCN2C(=O)C3C4C=CC(C4)C3C2=O)c1 (stereo unspecified),-14,-1,-1,-1.2,0,5,-5,-2,-9,-10,1
CS(=O)(=O)Nc1cccc(C2=NN(C(=O)CCC(=O)O)C(c3cccs3)C2)c1 (stereo unspecified),-7,-8,-1,0.2,4,4,8,5,-2,-2,6
O=C(O)CC12CC3CC(C1)CC(n1ncc(NCC4CCCO4)c(Cl)c1=O)(C3)C2 (stereo unspecified),-13,-4,0,-0.7,0,12,2,-2,-20,5,8
CC(C)[C@H](NC(=O)Nc1ccc(Oc2ccccc2)cc1)C(=O)O,-22,-1,2,4.5,0,-3,-29,5,11,12,-3
O=C(CN1CCN(c2ccccc2)CC1)Nc1ccc(OCc2ccccc2)cc1,-19,5,-1,-5.5,-1,3,17,5,-3,2,-10

Some values from the entries so far:
Cc1ccccc1NC(=S)C1=C(O)c2sccc2N(C)S1(=O)=O in TRPM1 prom inh: -5
C/C(=N/NC(=O)CCc1ccccc1)c1ccco1 in TRAIL sens C8: -3

These rows are one share of the data, so the mix of outcomes need not match the whole.
